CHO-K1 Ca antag: counter-screen for M1 antagonists: effect in parental CHO-K1 cells. inhibition, % at 3 µM. ATP-induced calcium, Fluo-8 fluorescence. 360,000 compounds, 0.6% hits;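 active = inhibition above a per-plate cutoff, the plate's mean sample inhibition plus 3 SD, cut at about 24% in these data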;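 also: 0% = DMSO plus EC80 ATP and 100% = DMSO alone without ATP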
CHO-K1 Ca ag: counter-screen for M1 agonists: effect in parental CHO-K1 cells; Fluo-8 calcium fluorescence; scaled to maximal ATP response, vehicle zero; activation, % at 3 µM; 360,000 compounds, 0.48% hits; AID 602248, 2012; in the data active = activation above about 15%;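 also: untransfected CHO-K1 host cells lacking M1 receptor as counterscreen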
M5 ag: human M5 muscarinic receptor agonists, primary screen, CHO-K1 cells, Fluo-8 calcium fluorescence; CHO-K1 hM5 cells; 0% DMSO wells, 100% maximal acetylcholine response; activation, % at 3 µM; Muscarinic acetylcholine receptor M5 (Homo sapiens), P08912; 360,000 compounds, 0.19% hits;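 active = activation above the run's mean over test compounds plus 3 SD, cut at about 23% in these data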;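 also: signal is peak over basal fluorescence ratio across the kinetic read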
Target sequence (P08912 whole entry, looked up): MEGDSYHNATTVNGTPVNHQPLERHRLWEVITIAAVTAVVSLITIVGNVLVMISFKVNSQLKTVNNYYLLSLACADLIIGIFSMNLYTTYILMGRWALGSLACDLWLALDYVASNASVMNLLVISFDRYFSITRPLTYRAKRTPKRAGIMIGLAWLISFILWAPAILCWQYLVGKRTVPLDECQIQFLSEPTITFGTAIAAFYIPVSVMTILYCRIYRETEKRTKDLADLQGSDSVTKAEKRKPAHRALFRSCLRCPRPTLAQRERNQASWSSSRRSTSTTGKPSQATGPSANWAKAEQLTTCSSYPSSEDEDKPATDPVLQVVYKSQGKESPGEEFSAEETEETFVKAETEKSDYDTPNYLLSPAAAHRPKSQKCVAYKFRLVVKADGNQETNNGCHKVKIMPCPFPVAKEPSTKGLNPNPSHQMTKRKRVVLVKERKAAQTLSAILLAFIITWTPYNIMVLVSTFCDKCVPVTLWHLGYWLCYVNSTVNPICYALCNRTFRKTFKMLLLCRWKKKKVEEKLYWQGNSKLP
M5 antag: human M5 muscarinic receptor antagonists, primary screen, CHO cells, Fluo-8 calcium fluorescence | Muscarinic acetylcholine receptor M5 (Homo sapiens), P08912 | 360,000 compounds, 0.59% hits | inhibition, % at 3 µM | CHO-hM5 cells, ACh EC80;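 active = inhibition above a per-plate cutoff, the mean of that plate's test compounds plus 3 SD, cut at about 27% in these data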;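 also: 0% = acetylcholine EC80 with DMSO and 100% = DMSO without agonist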
CHRM5 PAM: human M5 muscarinic receptor positive allosteric modulators, primary screen, CHO-K1 cells, Fluo-8 calcium fluorescence. Muscarinic acetylcholine receptor M5 (Homo sapiens), P08912. CHO-K1 hM5, ACh EC20 PAM; 0% = ACh EC20, 100% = ACh EC100. activation, % at 3 µM. 360,000 compounds, 0.3% hits;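 active = activation above the run cutoff, the mean activation of all test compounds plus 3 SD, cut at about 18% in these data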
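Assay system – human M5 receptor in CHO-K1 cells · Read-out – % activation, ACh-normalized · Technique – Fluo-8 calcium fluorescence · Dosing – single-point, 3 µM nominal · Incubation – Fluo-8 loading 80 min at 37 °C plus 30 min room temperature · Repeats – singlicate, one well per test compound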
CHRM4 agonist: human M4 muscarinic receptor agonists, primary screen, CHO-K1 cells, Fluo-8 calcium fluorescence | CHO-K1 hM4/Gqi5; vehicle 0%, full acetylcholine response 100% | activation, % at 3 µM | 360,000 compounds, 0.14% hits;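 active = activation above the run mean over all test wells plus 3 SD, cut at about 32% in these data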;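 also: peak over basal fluorescence ratio per well then scaled between controls; 0% = DMSO wells and 100% = acetylcholine at EC100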
Target sequence (P08173 whole entry, looked up): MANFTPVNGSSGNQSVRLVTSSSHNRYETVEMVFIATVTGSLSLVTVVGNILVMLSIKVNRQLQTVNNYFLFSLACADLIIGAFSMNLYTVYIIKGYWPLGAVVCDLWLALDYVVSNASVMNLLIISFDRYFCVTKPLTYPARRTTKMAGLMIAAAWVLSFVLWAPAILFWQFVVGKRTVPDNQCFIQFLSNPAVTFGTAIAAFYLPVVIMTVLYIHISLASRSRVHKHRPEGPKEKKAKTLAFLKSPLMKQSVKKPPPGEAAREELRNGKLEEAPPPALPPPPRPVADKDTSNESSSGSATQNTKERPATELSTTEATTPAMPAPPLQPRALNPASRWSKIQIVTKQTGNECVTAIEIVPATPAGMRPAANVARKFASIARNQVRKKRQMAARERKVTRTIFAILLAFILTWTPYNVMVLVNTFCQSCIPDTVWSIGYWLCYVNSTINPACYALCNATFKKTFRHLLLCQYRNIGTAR
M4 PAM: human M4 muscarinic receptor positive allosteric modulators, primary screen, CHO-K1 cells, Fluo-8 calcium fluorescence. activation, % at 3 µM. Muscarinic acetylcholine receptor M4 (Homo sapiens), P08173. AID 624126, 2012. CHO-K1 hM4/Gqi5, ACh EC20; 0% = ACh EC20, 100% = maximal ACh. 360,000 compounds, 0.4% hits;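 active = activation above its plate's cutoff, the mean activation of sample wells plus 3 SD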; also: some results filed as inactive read as strong as hits
M4 antag: human M4 muscarinic receptor antagonists, primary screen, CHO cells, Fluo-8 calcium fluorescence | CHO-hM4 cells, ACh EC80 | inhibition, % at 3 µM | 360,000 compounds, 0.73% hits;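 active = inhibition above its plate's cutoff, the mean inhibition of sample wells plus 3 SD, cut at about 27% in these data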;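 also: 0% = acetylcholine EC80 with DMSO and 100% = DMSO without agonist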
M1 PAM parental: nonselective calcium activators in parental CHO-K1 cells, primary screen, counter-screen for M1 PAM project, cell-based, Fluo-8 calcium fluorescence, full deck, 1536-well | activation, % at 3 µM | AID 602247, 2012 | 360,000 compounds, 0.02% hits | ATP EC20; 0% at ATP EC20, 100% at ATP max;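 active = activation above the run cutoff, the mean activation of all test compounds plus 3 SD, cut at about 40% in these data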;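 also: peak over basal fluorescence ratio in a 140 s read after ATP addition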
The depositor's hits bear a star.

cpd	molecule	CHO-K1 Ca antag	CHO-K1 Ca ag	M5 ag	M5 antag	CHRM5 PAM	CHRM4 agonist	M4 PAM	M4 antag	M1 PAM parental
1	COc1ccc(Cl)cc1C(=O)Nc1cc(=O)n(C)c(=O)n1C	14.0	-0.3	1.0	0.1	0.3	0.2	-0.1	-4.2	-5.8
2	CCCn1c(=O)c(C(=O)Nc2ccccc2C)c(O)c2ccccc21	6.4	7.8	2.3	2.8	6.5	0.9	1.2	-3.2	7.1
3	O=C(C1CCC(CNS(=O)(=O)c2ccccc2)CC1)N1CCCCC1 (centres undefined)	-9.6	2.6	0.0	0.7	-1.7	2.4	1.4	-4.2	15.0
4	COC(=O)c1cc(NC(=O)c2c(-c3ccccc3)noc2C)ccc1N1CCOCC1	-9.1	0.4	-2.2	7.6	-3.9	1.8	2.7	0.6	12.4
5	CC1Oc2ccccc2N(Cc2ccccc2Cl)C1=O (centres undefined)	-26.1	-0.1	-5.3	-7.4	0.1	-2.8	-2.1	-1.1	16.8
6	O=[N+]([O-])c1ccc(Oc2ccc(S(=O)(=O)Nc3ccccc3)cc2)cc1	29.3*	18.9*	18.6	42.6*	-21.3	38.7*	-40.1	53.1*	-5.6
7	COc1ccccc1N1CCN(CC(=O)c2ccc(F)cc2)CC1	0.9	0.3	-7.5	-1.8	3.5	0.3	3.0	8.0	13.3
8	CCc1cc(CNC(=O)CCc2nnc(CCCc3ccccc3)o2)on1	-3.5	1.7	-1.1	-1.0	2.6	1.1	-6.0	13.9	19.1
9	COCOc1cccc(CN2CCC2(C)C(=O)Nc2ccc(C)c(O)c2)c1 (centres undefined)	-12.6	1.8	2.0	3.5	-3.3	2.9	-0.3	-13.5	13.8
10	O=C(CSc1ccc(Br)cc1)Nc1cccc(S(=O)(=O)N2CCOCC2)c1	0.6	1.6	2.8	3.9	-0.4	5.4	-0.5	-8.5	-25.0
11	COc1cccc2sc3ccc(C#Cc4ccc(N)cc4)cc3c(=O)c12	2.0	0.8	-3.9	15.0	-14.8	11.8	-2.3	-10.0	-8.8
12	CC1(C)CC2CC(C)(CN2C(=S)NC(=O)c2ccccc2Cl)C1 (centres undefined)	-9.3	1.5	-6.2	-9.7	-0.4	-2.3	-4.0	4.6	24.4
13	C/C(=N/NC(N)=S)c1cc2ccc(O)cc2oc1=O	-21.7	2.5	3.6	12.0	-2.5	2.5	15.8	1.4	9.1
14	Clc1cccc(Cl)c1C[n+]1ccc2ccccc2c1	1.5	0.5	-7.4	16.4	-4.8	0.6	-11.6	24.0	-8.8
15	CCCN(CC(=O)Nc1ccccc1C)C(=O)c1ccc(N2CCCC(C)C2)c([N+](=O)[O-])c1 (centres undefined)	1.0	-0.7	-1.8	4.9	0.6	6.0	2.3	-7.7	-6.8
16	O=C(NCc1ccccc1)Nc1cccn(Cc2ccccc2F)c1=O	-6.5	0.7	-0.1	1.6	-2.8	0.3	-2.2	4.4	21.7
17	CC(O)(c1ccccc1)c1nc(-c2cccc(C#N)c2)cs1 (centres undefined)	-4.2	1.1	-1.4	0.6	-6.6	5.4	-4.8	4.0	5.0
18	CC(=O)c1ccc(N=Nc2ccc(C)cc2)cc1	-0.2	0.0	-7.0	4.2	-2.8	0.0	-3.3	4.0	6.4
19	CCOC(=O)c1ccc(NC(=S)NCCCn2ccnc2)cc1	-8.2	0.6	-5.8	-3.1	5.7	2.1	12.0	-4.0	11.9
20	CC(CNC(=O)CCCn1ncn2c(cc3occc32)c1=O)c1ccccc1 (centres undefined)	-0.8	0.2	-1.9	-14.6	10.1	2.4	15.8*	-5.3	-9.8
21	COc1cc(NC(=O)c2ccc3c(=O)n(Cc4ccco4)c(=S)[nH]c3c2)cc(OC)c1OC	5.0	0.5	-2.4	-6.5	5.2	2.5	2.1	-7.3	15.8
22	CC1(Cc2ccc(F)cc2)C(=O)Nc2c(Cl)ccc(Cl)c21 (centres undefined)	-23.3	1.9	-0.4	10.0	-8.8	-1.6	-10.3	13.3	38.8
23	CC(=O)NC(c1ccc(F)c(F)c1)c1nc(-c2cc3ccccc3o2)cs1 (centres undefined)	-8.4	-0.1	0.0	2.9	-1.7	1.1	-0.1	-1.1	13.6
24	CC1CCCC(NC(=O)CNCc2ccccc2F)C1C (centres undefined)	-6.8	2.9	0.5	-0.7	9.4	1.3	-1.4	-10.2	13.8
25	O=C(O)c1ccccc1Sc1ncnc2sccc12	-10.2	0.6	3.1	2.0	1.7	0.0	-1.0	-4.5	8.3
26	Cc1[nH]nc(-c2ccc(O)c(C)c2O)c1Oc1ccccc1	13.6	0.8	-5.1	18.1	-7.5	6.8	-6.8	-3.6	-5.7
27	Cc1ccc(OCCC(=O)OCC(=O)Nc2ccc(F)cc2)cc1	-4.2	0.4	-0.4	1.4	-3.4	0.4	-1.3	-6.5	-5.3
28	COc1cccc(N2CCN(CC(=O)Nc3ccc(S(=O)(=O)N4CCCCCC4)cc3)CC2)c1	-1.2	1.9	5.2	-2.8	9.0	7.8	3.3	-13.8	-12.9
29	COc1ccc(C2Nc3ccccc3NC3=C2C(=O)CC(C)(C)C3)cc1OC (centres undefined)	-4.9	0.6	-3.3	15.6	-12.8	0.5	-4.9	0.7	6.7
30	O=C(Nc1ccc(Cl)cc1C(F)(F)F)C(Sc1cccc[n+]1[O-])c1ccccc1 (centres undefined)	-14.6	1.0	-1.7	-3.2	2.8	1.2	0.7	-4.7	16.1
31	Cc1ccc(-c2nc(CSCC(=O)N3CCCC3)c(C)o2)cc1	-1.7	0.6	-4.2	7.8	-5.0	-1.3	10.7	1.9	10.6
32	Cc1ccccc1NS(=O)(=O)c1nnc(NC(=O)c2ccccc2F)s1	6.2	0.0	0.7	4.7	-1.7	1.2	2.3	-1.3	0.1
33	COc1ccc2[nH]c(C)c(CCNC(=S)Nc3cccc(C)c3C)c2c1	-6.8	2.5	1.2	1.4	-3.3	7.4	-6.8	2.6	15.4
34	CSC1=NCCN1S(=O)(=O)c1ccccc1	-10.4	0.3	0.0	-8.9	3.0	1.0	-0.1	-9.7	21.6
35	Cc1ccc(C(=O)O/N=C2\CC3CCC2(C)C3(C)C)cc1 (centres undefined)	-8.0	0.2	-2.7	1.8	1.1	-3.2	15.1	-8.8	24.5
36	CC(CCc1ccccc1)NS(=O)(=O)c1ccccc1Cl (centres undefined)	-17.1	-0.2	-3.5	0.2	-1.2	-1.6	-6.1	0.8	14.1
37	CCCCOc1ccc(C(=O)Nn2c(-c3cccs3)nc3ccccc3c2=O)cc1	-1.0	0.8	-3.3	2.0	-3.6	0.2	3.4	11.6	8.9
38	C#CCOCCOCCOCCNc1nc(N2CCN(C(=O)Cn3cc(CCO)nn3)CC2)nc(N2CCN(C(=O)[C@H](C(C)C)n3cc(CCO)nn3)CC2)n1	-7.0	0.3	-0.3	3.8	2.0	0.9	7.5	1.9	11.2
39	N#Cc1cccc(C(=O)N(CCc2ccccc2)Cc2cccs2)c1	-0.8	3.1	-2.1	9.4	-5.3	10.7	-5.4	2.9	-4.2
40	O=C1NC[C@H](CCCCN2C[C@@H](Cc3ccccc3)N(Cc3ccccc3)C(=O)C2=O)N(CCC2CCCCC2)C1=O	-7.8	1.6	-5.7	4.5	-3.2	0.9	1.9	0.3	11.6
41	O=C(COc1ccc(Cl)cc1Cl)NNC(=S)Nc1ccc(F)cc1	14.7	1.4	10.7	5.1	-5.8	7.6	4.5	4.8	-14.9
42	CC(OC(=O)Cc1c(F)cccc1Cl)C(=O)NC1CCCCC1C (centres undefined)	-14.6	-0.4	0.7	-3.2	-3.7	-0.1	2.5	-11.3	1.3
43	CCOC(=O)c1nc(-c2ccc(OC)c(OC)c2)no1	-1.5	0.2	-0.3	1.1	9.5	0.8	7.4	-2.8	-11.6
44	O=C(COC(=O)CCc1nc2ccccc2s1)Nc1ccc(Cl)cn1	-10.9	1.4	-1.7	2.1	-1.8	2.4	1.5	0.6	-0.8
45	CCCCC/C=C/C1=CC(=O)C[C@H](c2ccc(OC)c(OC)c2)C1	-15.3	-0.1	-0.2	-2.1	4.7	0.6	-2.5	9.5	20.8
46	CCOC(=O)c1ccccc1NC1CC(=O)N(c2ccccc2C)C1=O (centres undefined)	-4.9	1.4	-1.3	-4.8	-2.4	5.3	-5.1	4.0	13.8
47	O=C(NC(=S)Nc1ccccc1Br)C1CCCC1	-7.0	1.3	-2.8	-10.3	0.3	-0.3	-3.5	3.8	0.2
48	Brc1cc2c(cc1Br)OCCOCCOCCO2	7.5	2.0	5.1	-0.1	-3.3	10.2	-9.8	2.9	-15.0
49	Nc1nonc1NC(=O)CSc1ncccc1C(=O)O	-10.6	0.5	0.9	-5.1	7.8	1.5	4.4	5.2	13.5
50	O=C(Oc1ccc(-c2csnn2)cc1)c1cccs1	-10.3	0.9	-1.2	-13.1	9.6	0.7	19.2	-14.9	18.5

A run of entries from further up:
cpd	molecule	CHO-K1 Ca antag	CHO-K1 Ca ag	M5 ag	M5 antag	CHRM5 PAM	CHRM4 agonist	M4 PAM	M4 antag	M1 PAM parental
1	COc1ccc(Cl)cc1C(=O)Nc1cc(=O)n(C)c(=O)n1C	14.0	-0.3	1.0	0.1	0.3	0.2	-0.1	-4.2	-5.8
2	CCCn1c(=O)c(C(=O)Nc2ccccc2C)c(O)c2ccccc21	6.4	7.8	2.3	2.8	6.5	0.9	1.2	-3.2	7.1
3	O=C(C1CCC(CNS(=O)(=O)c2ccccc2)CC1)N1CCCCC1 (centres undefined)	-9.6	2.6	0.0	0.7	-1.7	2.4	1.4	-4.2	15.0

Later entries:
cpd	molecule	CHO-K1 Ca antag	CHO-K1 Ca ag	M5 ag	M5 antag	CHRM5 PAM	CHRM4 agonist	M4 PAM	M4 antag	M1 PAM parental
51	Cc1ccc(/C=C/C(=O)O)cc1S(=O)(=O)NCCO	-9.8	0.1	-0.8	12.5	-0.1	0.2	3.2	-1.2	19.1
52	C=CCNC(=O)c1ccc(N(CC=C)S(C)(=O)=O)cc1	-0.2	0.2	-0.3	0.8	-2.5	1.5	-3.2	-1.4	2.1
53	COc1ncccc1C(=O)NC1CCCc2c1cnn2-c1cc(C)cc(C)c1 (centres undefined)	-23.9	8.0	-6.5	-2.8	5.7	-1.5	-0.7	-0.4	3.2
54	COc1cc(OC)c2ccc(=O)oc2c1C(CCN1CCCC1)c1ccc2c(c1)OCO2 (centres undefined)	-21.5	1.4	-8.0	0.6	9.5	0.9	2.5	-7.7	21.9
55	COc1ccc(C(=O)N2CCN(S(=O)(=O)c3ccc(F)cc3)CC2)cc1OC	9.0	20.2*	-1.1	0.2	-0.7	0.5	-2.6	4.3	6.7
56	CC(C)(C)N(Cc1ccccc1)C(=O)c1ccc(Br)o1	-14.4	-0.3	-8.6	1.6	0.4	-2.2	1.1	-4.0	6.3
57	CCOC(=O)C1CCN(CC(O)COCc2ccc3c(c2)OCO3)CC1 (centres undefined)	-16.1	0.3	-10.3	10.1	-3.0	0.9	-4.1	-2.3	12.6
58	Cc1cc2ccccc2c(=O)n1CC(=O)NCC(=O)N1CCCC1	-11.9	0.4	1.0	-3.5	-0.3	-0.1	2.8	1.9	19.0
